# Screens as filed in PubChem BioAssay.
# COUP-TFII inh = NR2F2 transcriptional activity inhibitors, primary screen, cell-based, luciferase reporter, HEK293T, luminescence. HEK293T NGFI-A luciferase reporter. hit rate 0.7% among 370,000. COUP transcription factor 2 (Homo sapiens), P24468. inhibition, % at 8.6 µM;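 active = inhibition above a per-plate cutoff, mean inhibition of test wells between control levels plus 3 SD, cut at about 38% in these data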;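 also: cells cotransfected with COUP-TFII expression vector driving the NGFI-A reporter; 0% = median of COUP-TF2 test wells and 100% = reporter-only cells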
# NCOA2 inhibitor = inhibition of GAL4-SRC2 driven luciferase reporter, primary screen, SRC2 inhibitor project, cell-based, luminescence; Nuclear receptor coactivator 2 (Homo sapiens), Q15596; HEK293 GAL4-SRC2 luciferase reporter; inhibition, % at 9 µM; hit rate 0.17% among 370,000; AID 651957, 2012;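 active = inhibition above the mean inhibition of all tested compounds plus 3 SD, set per campaign, cut at about 52% in these data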;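 also: 0% = DMSO treated cells and 100% = cells given Gossypol at 36 µM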
# C8 TRAIL sens = viability loss with TRAIL in NB7+C8 cells, primary screen, TRAIL sensitizer project, cell-based, ATPlite luminescence; inhibition (viability loss, TRAIL sensitization), % at 10 µM; hit rate 1% among 360,000;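 active = compounds causing at least 50% loss of cell viability in the single-dose screen, relative to plate controls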
# LRH-1 inv ag = LRH-1 (NR5A2) inverse agonists, primary screen, cell-based, luminescence, HEK293T, StAR-luciferase reporter; Nuclear receptor subfamily 5 group A member 2 (Homo sapiens), O00482; inhibition, % at 3.6 µM; LRH-1 transfected, 24 h; hit rate 0.13% among 360,000;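 active = inhibition above the mean inhibition of all tested compounds plus 3 SD, cut at about 73% in these data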;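 also: 0% = DMSO wells and 100% = reporter-only cells lacking LRH-1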
# TROY signal inh = inhibitors of TROY-driven NF-kB signaling, primary screen, Q293 LMP1-TROYcd cells, NF-kB luciferase, uHTS; AID 1347056, 2019; hit rate 0.98% among 360,000; Q293 LMP1-TROYcd NF-kB luciferase reporter, 4 h; inhibition, % at 10 µM;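 active = compounds whose plate-normalised and pattern-corrected inhibition of the luciferase reporter signal at the single screening dose is 50% or more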
# NCOA1 inh = SRC1 coactivator transcriptional activity inhibitors, primary screen, cell-based, luminescence. HEK293 GAL4-SRC1 luciferase reporter. inhibition, % at 3.6 µM. hit rate 0.12% among 360,000. AID 588354, 2011;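 active = inhibition above the campaign mean plus 3 SD, with each screening campaign given its own cutoff, cut at about 60% in these data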;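 also: 0% = DMSO treated cells and 100% = gossypol at 36 µM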
# Target sequence (Q15788 whole entry, looked up, the tested form may be a part): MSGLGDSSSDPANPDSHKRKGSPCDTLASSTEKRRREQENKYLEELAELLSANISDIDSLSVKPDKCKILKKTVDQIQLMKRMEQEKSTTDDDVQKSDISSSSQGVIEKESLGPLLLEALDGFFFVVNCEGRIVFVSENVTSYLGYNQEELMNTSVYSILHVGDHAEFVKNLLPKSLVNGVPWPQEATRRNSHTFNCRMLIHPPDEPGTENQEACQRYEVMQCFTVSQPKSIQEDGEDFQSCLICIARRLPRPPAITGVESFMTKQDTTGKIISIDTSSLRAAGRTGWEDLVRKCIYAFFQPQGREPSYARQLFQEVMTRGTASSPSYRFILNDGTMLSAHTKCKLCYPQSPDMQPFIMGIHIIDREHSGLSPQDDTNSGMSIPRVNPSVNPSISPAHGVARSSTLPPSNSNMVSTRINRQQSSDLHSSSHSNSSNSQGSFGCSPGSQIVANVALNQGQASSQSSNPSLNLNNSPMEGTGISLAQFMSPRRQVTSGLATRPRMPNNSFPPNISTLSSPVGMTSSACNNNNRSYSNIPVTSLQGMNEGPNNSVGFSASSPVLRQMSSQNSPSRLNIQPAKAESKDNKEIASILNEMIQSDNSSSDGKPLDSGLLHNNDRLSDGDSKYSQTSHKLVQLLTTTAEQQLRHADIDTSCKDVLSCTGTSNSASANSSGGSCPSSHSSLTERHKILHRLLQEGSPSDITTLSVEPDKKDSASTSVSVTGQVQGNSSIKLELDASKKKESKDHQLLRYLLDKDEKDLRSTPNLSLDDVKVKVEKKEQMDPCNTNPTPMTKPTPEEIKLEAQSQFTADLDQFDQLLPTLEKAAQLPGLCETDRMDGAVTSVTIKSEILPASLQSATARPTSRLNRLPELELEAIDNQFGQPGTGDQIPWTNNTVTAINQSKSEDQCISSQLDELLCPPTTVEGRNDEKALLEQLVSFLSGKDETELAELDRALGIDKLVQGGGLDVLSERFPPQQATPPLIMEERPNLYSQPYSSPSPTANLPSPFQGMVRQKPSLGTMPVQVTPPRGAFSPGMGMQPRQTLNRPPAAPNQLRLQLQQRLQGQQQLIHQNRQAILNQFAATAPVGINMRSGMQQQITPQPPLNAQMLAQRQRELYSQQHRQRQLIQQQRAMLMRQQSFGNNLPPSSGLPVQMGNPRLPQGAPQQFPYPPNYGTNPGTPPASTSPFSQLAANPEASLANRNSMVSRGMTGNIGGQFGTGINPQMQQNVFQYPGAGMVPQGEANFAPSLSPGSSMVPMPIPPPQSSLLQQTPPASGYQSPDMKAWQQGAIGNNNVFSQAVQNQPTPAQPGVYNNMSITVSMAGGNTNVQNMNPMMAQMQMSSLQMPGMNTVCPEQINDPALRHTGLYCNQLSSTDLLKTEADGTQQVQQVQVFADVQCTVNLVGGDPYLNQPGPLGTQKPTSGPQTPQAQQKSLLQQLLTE
# TWEAK-Fn14 inh = inhibitors of TWEAK-Fn14 signaling, primary screen, luciferase reporter cells, uHTS. TWEAK-stimulated Fn14 reporter cells, luciferase luminescence, 8 h. inhibition, % at 10 µM. hit rate 2% among 360,000; in the data active = inhibition above about 50%
# LMP1 NFkB inh = EBV LMP1-driven NF-kappaB luciferase reporter inhibitors, primary screen, cell-based, luminescence, single point; LMP1-induced NF-kappaB luciferase reporter cells; inhibition, % at 12.5 µM; hit rate 0.69% among 350,000; AID 504558, 2011; in the data active = inhibition above about 41%;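 also: 0% = neutral control wells and 100% = reference inhibitor control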
# NCOA3 inh = SRC3 coactivator transcriptional activity inhibitors, primary screen, cell-based, luminescence; Nuclear receptor coactivator 3 (Homo sapiens), Q9Y6Q9; HEK293 GAL4-SRC3 luciferase reporter; inhibition, % at 3.6 µM; hit rate 0.17% among 360,000;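 active = inhibition above a per-campaign cutoff, the mean of all compounds plus 3 SD, cut at about 60% in these data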;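 also: 0% = DMSO-treated cells and 100% = gossypol-treated cells at 36 µM; higher means less SRC3-driven luciferase light from the GAL4 reporter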
# CF NFkB block = inhibitors of PAF-induced NF-kB signaling, primary screen, cell-based, GFP fluorescence, uHTS; KKLEB NF-kB-GFP reporter, GFP fluorescence overnight; inhibition, % at 5 µM; hit rate 0.86% among 360,000; AID 588850, 2011;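 active = at least 50% inhibition at 5 µM, scaled per plate between neutral and stimulator controls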;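 also: PAF is a Pseudomonas aeruginosa culture filtrate used as stimulus; plate controls were PAF-stimulated DMSO wells for no effect and unstimulated DMSO wells for full effect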
# KKLEB tox = cytotoxicity in KKLEB CF airway cells, primary screen, cytotoxicity control for CF NF-kB inhibitor project, cell-based, uHTS, fluorescence assay plates; KKLEB CF airway cells viability, ATPlite luminescence, overnight; active compounds read low; cells stimulated with P. aeruginosa culture filtrate; activity change (cytotoxicity), % at 5 µM; hit rate 0.36% among 360,000; AID 602141, 2011;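 active = corrected activity change at or below -50% at 5 µM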
# An asterisk follows results filed as active; nt = not tested or not shown.
Molecule	COUP-TFII inh	NCOA2 inhibitor	C8 TRAIL sens	LRH-1 inv ag	TROY signal inh	NCOA1 inh	TWEAK-Fn14 inh	LMP1 NFkB inh	NCOA3 inh	CF NFkB block	KKLEB tox
COC(=O)C1=C(N)Oc2c(c(=O)oc3ccccc23)C1c1cccnc1 (stereo unspecified)	9.0	-8.2	-2.9	14.7	-10.7	1.6	35.2	-1.9	1.8	2.4	-2.7
COc1ccc(CN2CCN(c3ccccc3F)CC2)cc1O	-9.6	-4.1	-6.7	10.1	10.0	-16.4	-9.2	5.0	-3.9	17.3	-0.6
C[N+]1(CC2COC(c3ccco3)O2)CCCCC1 (stereo unspecified)	-3.4	4.7	5.4	0.6	-5.3	11.2	-1.5	0.7	6.9	-13.3	1.2
Cc1ccc(C(=O)NC2CC3CCC(C2)N3)cc1 (stereo unspecified)	4.4	-4.5	-1.1	7.5	7.8	3.1	-4.6	-5.0	6.7	-19.2	22.0
O=P(O)(Oc1ccccc1)OC(c1ccccc1)C(F)(F)F (stereo unspecified)	7.1	-10.5	0.0	1.1	16.5	-8.0	5.2	-2.7	-8.0	9.6	-7.1
Cc1ccc(OCCOc2cccc(C=C3C(=O)NC(=O)NC3=O)c2)c(C)c1	-58.1	-38.4	17.2	-173.4	-69.6	-142.6	88.8*	45.0*	-142.6	-7.3	1.9
CCN(CC)CCCN=C(C)c1c(O)n(C2CCCCC2)c(=O)[nH]c1=O	-16.1	-12.2	-1.0	-8.4	18.3	4.0	8.3	-4.1	9.7	1.2	-0.2
CCOc1cc2c(cc1OCC)-n1cccc1C(c1ccc(OC)c(O)c1)NC2 (stereo unspecified)	3.8	-10.9	-33.9	-1.4	4.1	0.3	-0.1	19.1	-5.3	-1.1	-6.8
CC12C=CC(=O)C=C1CC(O)C1C2CCC2(C)C1CCC2(C)O (stereo unspecified)	5.0	-27.2	3.7	10.0	15.0	-12.9	-14.8	3.8	5.3	-7.9	1.7
COC(=O)C1=C(c2ccc(-c3ccccc3)c(F)c2)C[C@@H]2CC[C@H]1N2C(=O)NC1Cc2ccccc2C1	-23.7	-10.8	-4.0	-0.3	5.3	-16.8	36.9	2.1	11.7	32.8	-37.2
COC(=O)C1=C(C(=O)OC)C2OC1c1cc3ccccc3cc12	12.7	-12.8	-6.6	-3.4	-10.8	-20.7	12.9	35.6	-49.9	42.1	-17.7
COC(=O)C1=C(c2ccc(OCc3ccccc3)cc2)C[C@@H]2CC[C@H]1N2C(=O)NCc1ccc(OC)c(OC)c1	25.3	8.2	-0.7	-6.8	13.0	5.1	13.8	10.4	-8.2	0.0	-2.8
Cc1cc(OCC(=O)NCc2ccncc2)c2c3c(c(=O)oc2c1)CCC3	-0.4	-4.9	-3.2	26.4	3.9	-13.5	-21.4	1.9	5.0	-76.4	-7.3
Cc1cc(C)n2nc(SCC(=O)N3CCC4(CC3)OCCO4)nc2n1	23.5	-22.8	-18.3	8.2	-5.8	-8.6	-15.4	-1.7	-6.6	-0.8	-8.4
c1ccc(CCNCc2ccccc2)cc1	7.7	-20.8	1.7	-4.7	-28.1	11.8	17.8	0.1	12.9	8.4	-6.6
CN1CCC(N(C)c2nc(-c3ccc([N+](=O)[O-])cc3)nc3ccccc23)CC1	22.7	7.5	6.9	18.1	-45.6	-12.5	-55.6	-117.6	23.8	8.4	-13.7
CCC(=Nc1ccc2c(c1)CCC2)c1c(O)n(C2CCCCC2)c(=O)[nH]c1=O	13.2	0.7	5.5	17.1	5.5	1.0	16.5	0.7	9.7	26.3	1.9
Cc1cccc(N=C2c3cc([N+](=O)[O-])ccc3-c3c2cc([N+](=O)[O-])cc3[N+](=O)[O-])c1	6.1	7.2	28.8	26.8	-9.8	-5.1	-40.7	16.5	-11.8	29.7	-15.5
Cc1cc(C=C2C(=O)NC(=O)NC2=O)c(C)n1-c1ccc2c(c1)OCO2	4.1	14.2	0.9	-10.9	7.1	-15.0	13.8	9.4	18.4	1.2	5.0
Cc1cc(C)cc(NC(=O)CCNC(=O)N2C[C@H]3C[C@@H](C2)c2cccc(=O)n2C3)c1	-3.8	-13.1	-1.3	-0.3	10.8	-4.7	-9.4	-1.9	3.0	6.8	-3.8

# Other records follow:
Molecule	COUP-TFII inh	NCOA2 inhibitor	C8 TRAIL sens	LRH-1 inv ag	TROY signal inh	NCOA1 inh	TWEAK-Fn14 inh	LMP1 NFkB inh	NCOA3 inh	CF NFkB block	KKLEB tox
CC(OC(=O)c1cn(C)c2ccccc12)C(=O)N(C)c1ccccc1 (stereo unspecified)	-17.9	-5.6	-4.5	-2.6	9.2	21.9	3.2	1.6	11.1	-5.6	-0.9
O=C(c1ccccc1)c1ccccc1N=Cc1c(O)[nH]c(=O)[nH]c1=O	-5.7	5.4	18.0	6.7	9.9	-46.4	-0.9	-1.6	-6.8	7.5	12.1
COc1ccc(CN2CC3CC(C2)c2cccc(=O)n2C3)cc1OC (stereo unspecified)	14.9	-9.1	-4.1	-7.7	-1.9	-0.4	24.9	-3.1	-1.3	1.7	-7.9
O=C1C2CCCN2C(c2cccnc2)N1c1nccs1 (stereo unspecified)	1.7	-2.4	-10.8	10.6	-11.0	-3.5	-1.6	1.2	-15.2	7.1	1.6
COc1ccc2c(c1O)-c1cccc3c1[C@@H](C2)N(C)CC3	7.9	8.0	-4.1	14.3	8.4	-0.8	-12.5	3.9	13.4	-22.0	9.0
CN(C)C(=O)Oc1ccc(C(=O)c2ccccc2)cc1	-15.2	-26.7	-18.8	-24.8	-42.2	-35.3	-12.4	-8.2	-19.8	1.2	-8.4
Cc1nn(Cc2ccccc2)c(C)c1C(=O)OCC(=O)NC1CCS(=O)(=O)C1 (stereo unspecified)	12.0	-33.5	0.1	2.0	6.5	-3.5	0.5	-3.8	1.0	8.2	-1.3
O=C(Nc1cccc(Cl)c1)OCC#CCN1CCCC1	-2.2	-11.2	-11.4	-27.7	-7.0	-14.1	5.2	-0.4	0.2	11.0	2.1
O=C(c1cc([N+](=O)[O-])ccc1N1CCNCC1)N1CCOCC1	-7.5	-30.8	-4.3	3.5	9.8	10.9	4.5	-3.3	16.5	8.6	-6.0
CCOP(=S)(NN(Cc1ccccc1)C(=O)c1ccccc1)OCC	10.8	-6.9	3.4	16.8	4.0	-1.3	-4.1	7.0	9.3	-6.4	-1.1
CCN(CC)CCOC(=O)c1cc2cc(COC)ccc2o1	nt	nt	-5.1	-3.6	-11.1	6.8	-3.1	-12.8	5.2	-5.7	4.1
Cc1ccc(CN2CCCN(Cc3ccc(Cl)cc3)S2(=O)=O)cc1	1.6	-33.6	-1.1	16.4	-7.2	-5.0	-1.8	-1.1	-5.2	1.6	2.1
C=CCNC(=S)N1Cc2cc(Br)ccc2-n2nncc2C1	10.9	-4.2	8.2	5.5	7.0	7.7	0.7	nt	-17.4	-2.9	-5.9
O=C1CN(O)C(c2ccccc2Cl)=c2cc(Br)ccc2=N1	-7.7	15.6	-14.0	-3.0	0.9	-12.3	6.4	11.1	-16.5	-1.7	-18.8
O=c1c2ccccc2nc(/C=C/c2ccc(O)c(O)c2)n1-c1ccccc1	-17.5	16.8	21.9	30.4	24.0	6.5	29.2	-10.1	-5.1	-65.0	-9.5
CCOC(=O)c1ccc(N=C(CC)c2c(O)n(C)c(=O)n(C)c2=O)cc1	-3.7	-12.3	9.3	-7.2	-16.0	8.4	5.2	-6.0	10.2	-4.2	4.2
COP(=S)(OC)SCn1nnc2ccccc2c1=O	8.9	13.9	-6.2	6.3	17.9	-23.6	16.8	-4.2	-22.7	-6.1	4.3
O=C(Cn1ncc2c3ccccc3n(Cc3cccc(Cl)c3)c2c1=O)N1CCC2(CC1)OCCO2	18.2	11.2	-8.2	-12.4	-13.2	-3.2	8.9	0.5	0.7	-12.9	14.7
O=c1[nH]c(=S)n(C2CC2)c(O)c1C=Nc1ccc2c(c1)OCO2	-0.6	-9.3	3.4	-16.8	-14.1	-15.1	-33.7	-14.3	-13.4	-4.2	-5.6
CNC(=O)Nc1ccc(C(O)(C(=O)OC)C(F)(F)F)cc1 (stereo unspecified)	-2.0	-1.7	10.7	-7.9	-7.6	14.4	-4.5	-0.4	16.0	-19.7	4.6

# More results follow.
Molecule	COUP-TFII inh	NCOA2 inhibitor	C8 TRAIL sens	LRH-1 inv ag	TROY signal inh	NCOA1 inh	TWEAK-Fn14 inh	LMP1 NFkB inh	NCOA3 inh	CF NFkB block	KKLEB tox
COc1cc(/C=N/n2cnnc2)ccc1OC(=O)N(C)C	-5.9	1.0	-1.5	12.4	9.7	-14.1	8.4	8.5	-14.6	2.5	20.4
CN1C(=O)C(=Cc2sc(=O)n(-c3ccccc3)c2N2CCCCC2)C(=O)N(C)C1=O	23.8	14.7	4.8	-1.4	-4.5	-61.9	-8.4	-3.1	6.5	-10.4	-4.9
COc1ccccc1/C=C1\C(=O)NC(=S)N(c2ccccc2)C1=O	2.8	-23.7	7.0	6.5	-7.4	12.8	12.4	nt	6.5	4.6	12.4
O=C(Nc1ccc(C(F)(F)F)cc1)c1cccn(Cc2ccc3c(c2)OC(F)(F)O3)c1=O	0.1	-5.0	18.2	15.9	6.8	17.0	39.9	-7.2	7.1	8.0	4.6
O=C(NCCN1CCC2(CC1)C(=O)NCN2c1cccc(F)c1)c1ccc2ccccc2c1	13.1	-7.1	11.8	-11.9	31.8	nt	26.5	nt	nt	nt	nt
Cc1ccc(C(c2nnnn2Cc2ccccc2)N2CC=C(c3ccc(F)cc3)CC2)cc1 (stereo unspecified)	3.0	1.2	11.2	-21.1	-38.7	1.5	-8.0	10.8	-15.6	10.2	5.9
NC1=Nc2ccccc2Oc2ccccc21	4.7	-2.0	-9.9	-1.0	-12.7	-6.3	-7.0	3.2	-3.8	9.3	-9.5
COC(=O)C1=C(c2ccc(S(C)(=O)=O)cc2)C[C@@H]2CC[C@H]1N2C(=O)NCc1ccc(C(F)(F)F)cc1	12.8	0.0	2.3	16.9	11.5	-17.1	0.7	3.2	12.6	-20.1	-6.9

# Pulled one by one from the entries so far, 2 records:
Molecule	COUP-TFII inh	NCOA2 inhibitor	C8 TRAIL sens	LRH-1 inv ag	TROY signal inh	NCOA1 inh	TWEAK-Fn14 inh	LMP1 NFkB inh	NCOA3 inh	CF NFkB block	KKLEB tox
COC(=O)C1=C(c2ccc(S(C)(=O)=O)cc2)C[C@@H]2CC[C@H]1N2C(=O)NCc1ccc(C(F)(F)F)cc1	12.8	0.0	2.3	16.9	11.5	-17.1	0.7	3.2	12.6	-20.1	-6.9
COc1ccccc1/C=C1\C(=O)NC(=S)N(c2ccccc2)C1=O	2.8	-23.7	7.0	6.5	-7.4	12.8	12.4	nt	6.5	4.6	12.4

# Some of the compounds tested; rates above refer to the full screens.
